# DAT uptake mod: changed hDAT dopamine uptake under cocaine IC80, either direction, primary screen, cocaine antagonist project, cell-based, LLC-PK1 hDAT, [14C]-dopamine uptake, MLSMR; Sodium-dependent dopamine transporter (Homo sapiens), Q01959; LLC-PK1 hDAT cells, [14C]-dopamine uptake with cocaine IC80; actives deviate in either direction; B-score at 10 µM; hit rate 1.3% among 110,000; AID 449768, 2010;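 active = Z score or B-score, a plate-position-corrected score, falls beyond the plate's 99.7% confidence bounds, in either direction; inactive = both scores lie inside the 99.7% bounds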;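 note: scored against the spread of the other compound wells on the same plate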
# PLK1 PBD inh: Plk1 polo box domain binding inhibitors, primary screen, biochemical, fluorescence polarization; AID 693, 2007; Serine/threonine-protein kinase PLK1 (Homo sapiens), P53350; Plk1 PBD phosphopeptide binding; inhibition, %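 (tested at about 20 µM)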; hit rate 0.13% among 97,000; in the data active = inhibition above about 34%, passing the limit was not always enough
# Target sequence (P53350 whole entry, looked up, the tested form may be a part): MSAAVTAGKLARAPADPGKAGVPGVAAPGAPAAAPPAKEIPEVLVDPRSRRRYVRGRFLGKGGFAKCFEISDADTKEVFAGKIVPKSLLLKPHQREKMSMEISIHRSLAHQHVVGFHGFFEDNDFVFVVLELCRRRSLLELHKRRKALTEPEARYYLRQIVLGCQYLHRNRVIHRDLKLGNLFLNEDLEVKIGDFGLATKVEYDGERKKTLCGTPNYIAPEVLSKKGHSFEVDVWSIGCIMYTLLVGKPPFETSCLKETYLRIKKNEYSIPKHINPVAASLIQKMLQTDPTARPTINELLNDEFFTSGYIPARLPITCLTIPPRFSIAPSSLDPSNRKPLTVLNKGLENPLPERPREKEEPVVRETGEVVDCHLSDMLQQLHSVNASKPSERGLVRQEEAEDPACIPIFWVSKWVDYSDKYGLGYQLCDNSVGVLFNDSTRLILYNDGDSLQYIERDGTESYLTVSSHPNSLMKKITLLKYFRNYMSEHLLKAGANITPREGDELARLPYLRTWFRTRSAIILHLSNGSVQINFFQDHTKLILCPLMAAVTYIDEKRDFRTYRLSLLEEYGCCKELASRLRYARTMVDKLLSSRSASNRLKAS
# HUVEC tox IL1B: cytotoxicity in IL-1B stimulated HUVEC, primary screen, cytotoxicity control for IL-1B NFkB translocation project, imaging, Hoechst nuclear count, IL-1B stimulus. cell count reduction, % at 2 µM. AID 845, 2007. HUVEC cell count loss. hit rate 0.41% among 94,000;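 active = cell count reduction more than 3 SD above the screen-wide mean, cut at about 70% in these data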;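 note: normalized per plate to untreated control cells as the no-loss baseline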
# PLK1 inh: human PLK1 kinase inhibitors, primary screen, biochemical, TR-FRET. Serine/threonine-protein kinase PLK1 (Homo sapiens), P53350. recombinant PLK1 kinase, TR-FRET peptide phosphorylation. inhibition, % at 10 µM. hit rate 0.53% among 97,000. AID 619, 2007;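 active = inhibition of 50% or more in the single-concentration screen; inactive = inhibition below 50%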;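 note: 0% = DMSO max control and 100% = H-89 dihydrochloride min control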
# E coli WT exp: growth inhibitors of wild-type E. coli, primary screen, strain BW25113, expanded library, OD600; hit rate 0.15% among 98,000; growth inhibition, % at 100 µM; OD600 absorbance;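 active = growth inhibition above about 50% at one test dose, limit read from the data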;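 note: growth measured after 20 h incubation at 37 °C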
# HUVEC tox TNFa: cytotoxicity in TNFa-stimulated HUVEC, primary screen, cytotoxicity control for VCAM1 expression modulator project, imaging, Hoechst nuclei count; HUVEC TNFalpha-stimulated, Hoechst cell count; cell count reduction, % at 2 µM; hit rate 0.17% among 93,000;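 active = cell count reduction exceeding the screen mean by over 5 SD, scaled to untreated wells per plate, cut at about 78% in these data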;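 note: cells counted after 24 h of TNF alpha exposure following the 1 h pretreatment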
# F-actin modifier: modifiers of F-actin cytoskeleton organization, primary screen, imaging, HUVEC, phalloidin staining, high-content imaging; HUVEC TNFa F-actin phalloidin imaging; inhibition, % at 2 µM; hit rate 0.18% among 91,000; AID 836, 2007;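 active = inhibition above the batch mean plus 3 SD and confirmed as a hit by visual image inspection, cut at about 30% in these data, passing the limit was not always enough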; note: strong numbers were not always called active
# VCAM1 TNFa inh: inhibitors of TNFa-induced VCAM1 expression, primary screen, imaging, HUVEC, TNFa stimulus, immunofluorescence; HUVEC TNFa-induced VCAM-1 immunofluorescence, high-content imaging; inhibition, % at 2 µM; hit rate 0.48% among 95,000;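 active = inhibition above the batch mean plus 3 SD, with images confirmed as a hit by eye, cut at about 37% in these data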;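 note: 0% = TNF-stimulated DMSO wells and 100% = unstimulated control wells; not every result past the cut was called active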
# sEH inhibitor: soluble epoxide hydrolase inhibitors, primary screen, biochemical, human sEH; Bifunctional epoxide hydrolase 2 (Homo sapiens), P34913; recombinant human sEH enzymatic activity assay; inhibition, % at 2 µM; hit rate 0.34% among 91,000; AID 707, 2007; in the data active = inhibition above about 80%; note: values of inactives mirror those of a sister screen read the other way; many of its hits are not listed in these tables
# An asterisk follows results filed as active; . = not tested or not shown; & = joins results of further samples. Hits appear at their usual frequency. Share with any hit: about 3.4%.
No.	SMILES	DAT uptake mod	PLK1 PBD inh	HUVEC tox IL1B	PLK1 inh	E coli WT exp	HUVEC tox TNFa	F-actin modifier	VCAM1 TNFa inh	sEH inhibitor
1	CC(NC(=O)Cn1cnc2c1c(=O)n(C)c(=O)n2C)c1ccccc1 (stereo unspecified)	.	-2	-12	-10	-1	-8	33	-26	-8
2	CN(C)C(=O)c1ccc(COc2ccccc2Br)o1	-0.046	1	-16	-11	12	10	-2	37	9
3	CCOc1ccc(NC(=O)CSc2nnc(-c3ccccn3)n2N)cc1	-0.28	-2	12	-2	6	-18	.	7	10
4	CCc1nc2ccccc2c(C(=O)OCc2nnc(-c3ccccc3)o2)c1C	.	-9	-18	-7	3	-12	-5	12	-9
5	CSc1nnc(Cn2c(=O)sc3ccccc32)n1-c1cccc(Cl)c1	-0.28	-7	-9	-15	11	-16	-3	14	-2
6	O=C(NCCOCC(F)(F)C(F)F)c1cc(F)c(F)cc1Cl	-0.35	-3	-8	-3	-1	-12	-13	2	6
7	CCCCNC(=O)c1onc(CSc2ccccc2C)c1C(=O)O	1	-27	-1	-4	-5	15	-4	-4	8
8	CC(=NCCc1ccccc1)C1=C(O)CSC1=O	1.6	-6	-40	11	-1	-51	4	11	5
9	Brc1ccc(C2C3=C(Nc4ncnn42)c2ccccc2OC3c2ccncc2)cc1 (stereo unspecified)	0.26	-22	-14	-5	5	-15	6	13	0
10	COc1ccccc1Oc1ccc2c(c1)C(=O)N(c1ccccc1)C2=O	1.7	14	6	-33	.	-13	1	-4	-10
11	Cc1ccc(-c2ccc(=O)n(CC(=O)NCCCN3CCCCC3C)n2)cc1 (stereo unspecified)	0.71	-10	-12	-3	4	-4	7	8	4
12	CC(C)C[C@H](NC(=O)OC(C)(C)C)C(=O)N/N=C/c1ccc2nccnc2c1	-0.13	-12	3	-7	-2	-18	22	0	-5
13	Cc1ccc(S(=O)(=O)NCCc2ccncc2)cc1	-0.6	-12	-127	-10	3	0	16	-2	6
14	CC1=CC(C)(C)Nc2ccc(OC(=O)c3cccnc3)cc21	0.4	8	-6	-3	10	-33	44	-3	2
15	CCCSc1cc(=O)n(-c2ccccc2)nc1C(=O)OCC	-0.53	20	14	-5	-18	-2	-1	2	-1
16	CCOC(=O)C(C(=O)OCC)=C1OC(=O)c2ccccc21	-0.81	5	12	0	-6	-21	.	4	4
17	CCOc1ccccc1NC(=O)C12CC3CC(C1)CC(c1ccc(C)cc1)(C3)C2	-0.2	28	9	0	-16	-38	0	0	-4
18	Cc1nc2nc(-c3ccccc3)nn2c(C)c1Cl	-0.15	5	7	-3	.	-9	-14	12	-2
19	O=C(Nc1ccc(F)cc1F)N1CCN(C/C=C/c2ccccc2)CC1	0.63	-10	1	-6	2	-16	-9	9	.
20	O=C(CSc1nc(-c2ccco2)cc(C(F)(F)F)n1)Nc1ccc(C(=O)N2CCCCC2)cc1	1.3&0.098	25	-32	-12	-9	-33	9	7	76
21	COc1ccc(CCNC(=O)c2ccc(CNS(=O)(=O)c3cc(C)ccc3C)cc2)cc1OC	0.0037	-22	7	-6	-18	-14	8	-2	26
22	Cc1ccc(C(C)C)c(OCC(O)CN2CCN(CCO)CC2)c1 (stereo unspecified)	0.086	-20	-7	-8	.	-9	-3	-10	5
23	Cc1ccc(N2CC(C(=O)NCc3ccccn3)CC2=O)cc1 (stereo unspecified)	0.9	-22	-1	-5	3	-22	5	-3	5
24	COc1cc(-c2cc(C(F)(F)F)n3ncc(C(=O)O)c3n2)cc(OC)c1OC	0.86	19	-3	-1	-1	2	-14	-14	-12
25	CCc1nc2ccccc2n1Cc1ccc(OC)c(OC)c1	-1.9	27	-17	0	0	12	29	14	0
26	CCc1[nH]nc2c1C(c1ccc(Br)s1)C(C#N)=C(N)O2 (stereo unspecified)	1.2	38	0	25	3	-11	21	3	11
27	COc1ccc(-c2[nH]c(-c3ccccc3)nc2SCC(=O)NCc2ccco2)cc1OC	0.027	6	-19	-10	-10	-11	-14	18	2
28	Cc1sc2ncnc(OCC(=O)N3CCN(S(=O)(=O)c4ccccc4)CC3)c2c1C	1.5	6	-10	5	8	-22	12	3	6
29	CCOc1ccc(S(=O)(=O)n2nnc3ccccc32)cc1C(C)C	-0.031	20	39	-10	7	.	6	2	2
30	C/C(CC(=O)NCc1ccco1)=N\NC(=O)Cc1cccc2ccccc12	0.29	24	2	-9	-1	5	8	-6	11
31	Clc1ccc2c(NCc3ccccn3)ncnc2c1	1.1	-10	0	-5	3	-21	-5	-7	5
32	c1n[nH]c(NC2=NCCC2)n1	-0.074	19	9	-13	4	5	36	-5	-6
33	Cc1ccc(C(=O)c2c(NC(=O)c3ccccc3C)sc(C)c2C)cc1	0.68	10	31	-6	-26	-29	10	0	-5
34	COC(=O)c1cc(Cl)c(NC(=O)c2cc(OC)c(OC)c(OC)c2)cc1OC	-1.6	10	-33	-10	1	-18	22	17	-8
35	CC(C)N1C(=O)CC(Nc2ccc(N3CCOCC3)cc2)C1=O (stereo unspecified)	-0.69	18	-12	1	-2	-64	.	4	-3
36	CC12CCCCC1(O)[N+](=O)C1=C(CCCC1)N2[O-] (stereo unspecified)	-0.7	-5	-15	-13	1	-14	10	4	-4
37	Clc1ccc(/C=N/Nc2nc(Cl)nc3ccccc23)cc1	0.46	38	-10	-10	-4	4	16	-4	57
38	Nc1nnc(N2CCCCC2)s1	0.035	5	.	6	2	.	.	.	.
39	CC(=O)Nc1c(O)nc(SCC(=O)Nc2nnc(CC(C)C)s2)[nH]c1=O	0.92	-15	17	-2	0	-24	15	17	-12
40	CCCCCCCCN1C(=O)N(C)C(N(O)C(=O)NC)C1(C)C (stereo unspecified)	0.74	-9	13	-12	1	38	-39	-8	-11
41	COC(=O)Cc1ccc(NC(=O)c2ccc(C(C)(C)C)cc2)cc1	0.017	-8	-70	-9	-6	-6	-13	-25	-4
42	CC(C)N(C(=O)NC(=O)NCC1CCCO1)S(C)(=O)=O (stereo unspecified)	-1.8	-16	-11	5	-5	45	-2	4	-1
43	Cc1ccc(S(=O)(=O)C(CCC(=O)c2ccc(Cl)cc2)C(N)=O)cc1 (stereo unspecified)	-0.3	-8	9	-5	-2	-8	2	-7	-7
44	COc1ccc(CCNC2CC(=O)N(CCc3ccc(OC)c(OC)c3)C2=O)cc1OC (stereo unspecified)	0.64	22	-18	-5	5	-12	8	16	.
45	CCOC(=O)c1ccc(NC2=CC(=O)C(=O)c3ccccc32)cc1	-0.8	23	2	-9	8	-8	17	8	-5
46	CCCN(CCO)Cc1ccc(Cl)c(Cl)c1	-0.6	-10	-7	-11	-3	-14	27	-4	5
47	CSc1nc(-c2ccc(Cl)cc2)nn1C(=O)c1ccco1	-0.049	-2	-14	1	5	-7	-23	-21	11
48	COC(=O)CN(n1cnnc1)S(=O)(=O)c1ccccc1Cl	-0.27	-10	-2	-2	9	0	-4	-3	-6
49	Cc1ccccc1NS(=O)(=O)c1cc(C(=O)NCc2ccco2)ccc1C	0.17	38*	-11	-3	2	0	4	3	16
50	O=C(OCC(=O)c1ccc[nH]1)c1ccc(S(=O)(=O)N2CCCCC2)cc1	-0.54	-19	-1	-12	0	-31	0	24	10
51	CC1CCc2nc3ccc(S(=O)(=O)N4CCC(C(=O)NC5CCCC5)CC4)cc3c(C(=O)O)c2C1 (stereo unspecified)	-0.44	20	-18	-20	8	-21	17	9	-5
52	COc1cc(S(=O)(=O)NCc2ccc3c(c2)OCO3)ccc1Cl	0.62	16	14	-7	3	-7	-4	24	-4
53	CC(C)c1nc2ccccn2c1NC1CCCCC1	.	-41	-6	-14	-2	-5	-7	-2	-8
54	Clc1ccc(CSc2nnc(-c3ccncc3)o2)cc1	0.89	13	-16	-12	-1	-18	42	11	-1
55	CCCC(=O)Nc1ccc2c(c1)nc1n2CCSC1	-0.71	18	-11	-17	-2	1	-59	-13	.
56	Cc1csc(=N)n1-c1ccc(Cl)cc1	-0.22	-21	-26	-9	6	-24	.	2	-33
57	O=C(Nc1ccon1)C1CCN(S(=O)(=O)c2cccs2)CC1	0.21	-5	-13	-5	-8	10	0	15	-7
58	COc1ccc2c(c1OC)C(=O)OC2CC(=O)c1ccc2c(c1)OCO2 (stereo unspecified)	-1.5	-20	1	-5	-6	-9	-24	5	4
59	CCOC(=O)C1=C(C)NC2=C(C(=O)C(C(=O)OCC)C(c3cccc(OC)c3)C2)C1c1ccccn1 (stereo unspecified)	0.95	-1	-22	-4	-4	3	-20	11	-1
60	CCOC(=O)c1[nH]c2ccccc2c1NC(=O)c1ccco1	3.8	-5	1	-11	2	8	-5	-12	8

# Next part
No.	SMILES	DAT uptake mod	PLK1 PBD inh	HUVEC tox IL1B	PLK1 inh	E coli WT exp	HUVEC tox TNFa	F-actin modifier	VCAM1 TNFa inh	sEH inhibitor
61	Cc1cc(C(=O)Cn2nnc3ccccc3c2=O)c(C)n1-c1c(C)n(C)n(-c2ccccc2)c1=O	0.37	-13	22	26	-6	19	-39	11	4
62	CCOC(=O)c1sc(-c2ccc(OC)cc2)cc1N	-0.012	-6	-19	-6	0	16	-20	-26	-13
63	CC(C)c1ccc(C(=O)N2CCN(CCO)CC2)cc1	0.33	1	-4	-4	8	-23	-12	-12	7
64	CN(CC(=O)Nc1cccc2ccccc12)c1ccc(S(=O)(=O)N2CCOCC2)cn1	0.046	-2	8	-10	-16	-37	0	-10	-3
65	CSc1ccc(S(=O)(=O)NC2CCCCCC2)cc1	1.7	-5	-14	-7	3	-2	3	20	12
66	Cc1ccccc1-c1nc(CS(=O)(=O)CC(=O)NCCCN2CCCC2)c(C)o1	-0.12	-5	4	11	1	-12	-9	21	-8
67	CSc1ccccc1N=Cc1nc(-c2ccccc2)oc1O	1.7	1	-27	-9	1	-28	1	-3	0
68	CCOC(=O)Cc1csc(NC(=O)COc2ccccc2OC)n1	-1.8	-1	-13	-5	-6	-14	12	7	-13
69	N#Cc1cnn(Cc2ccc(Cl)cc2)c1N	-0.22	-5	-8	-3	8	-11	8	4	0
70	COc1ccc(-c2cc3nc(C)cc(NCCO)n3n2)cc1	-0.14	46	0	-19	-1	7	-1	17	6
71	Cc1ccc(S(=O)(=O)N2CN(Cc3ccco3)c3nc4ccccc4nc32)cc1	0.78	-19	15	-2	-21	29	.	19	-12
72	COc1ccc(/C=C2/SC(=S)N(n3c(C)ccc3C)C2=O)cc1	0.51	-17	-54	-2	-25	-15	-4	12	4
73	O=S(=O)(c1ccc(S(=O)(=O)N(Cc2cccs2)CC2CCCO2)cc1)N1CCCCC1 (stereo unspecified)	-0.26	3	1	2	-14	-22	-8	-11	-2
74	CCOP(=O)(OCC)C(C)(C)NC(=O)c1cc([N+](=O)[O-])cc([N+](=O)[O-])c1	-0.51	6	28	-1	3	-5	5	21	2
75	CCN(CC)S(=O)(=O)c1cccc(C(=O)N[C@H](C(=O)NCc2ccc(Cl)cc2)C(C)C)c1	-1.7	-7	-48	-9	-5	8	21	11	-5

# Sorted by value in DAT uptake mod (descending): some entries from above
no. | structure | DAT uptake mod | PLK1 PBD inh | PLK1 inh | F-actin modifier | VCAM1 TNFa inh | sEH inhibitor
27 | COc1ccc(-c2[nH]c(-c3ccccc3)nc2SCC(=O)NCc2ccco2)cc1OC | 0.027 | 6 | -10 | -14 | 18 | 2
62 | CCOC(=O)c1sc(-c2ccc(OC)cc2)cc1N | -0.012 | -6 | -6 | -20 | -26 | -13
17 | CCOc1ccccc1NC(=O)C12CC3CC(C1)CC(c1ccc(C)cc1)(C3)C2 | -0.2 | 28 | 0 | 0 | 0 | -4
